influenza NS1A = H1N1 influenza NS1A inhibitors, functional cell based assay (AID 504329); NS1A functional cell-based assay, percent inhibition; higher % means a stronger effect; inhibition, % at 12.5 µM; hits with a dose series show IC50 in µM; actives 0.3% (n = 340,000); in the data active = a potency from the dose series; inconclusive = inhibition above about 27% without an active follow-up result; note: strong numbers were not always called active
inhibitors of VEEV = inhibitors of VEEV TC-83 cytopathic effect, confirmation, Vero cells (AID 588727); Vero cells, VEEV TC-83 cytopathic effect inhibition; higher % means a stronger effect; one-dose inhibition, % at 20 µM; IC50 in µM for titrated hits; actives 0.13% (n = 350,000); in the data active = a potency from the dose series; inconclusive = inhibition mostly from about 14% at the one dose, without a potency; inactive = the rest, 99 in 100 with inhibition below about 12%; note: strong numbers were not always called active
M. tuberculosis HTS = M. tuberculosis growth inhibition, HTS (AID 449762); inhibition, % at 25 µM, or IC50 in µM where a hit was titrated; actives 0.59% (n = 330,000); M. tuberculosis H37Rv growth inhibition, 7H9 media; higher % means a stronger effect; in the data active = a potency from the dose series; inconclusive = inhibition above about 70% without an active follow-up result;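 note: bacterial growth assessed after seven days of incubation; strong numbers were not always called active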
tuberculosis growth = growth inhibition of non-replicating M. tuberculosis (AID 488890) | Mycobacterium tuberculosis non-replicating, growth inhibition; higher % means a stronger effect | inhibition, % at 25 µM, or IC50 in µM where a hit was titrated | actives 0.39% (n = 320,000); in the data active = a potency from the dose series; inconclusive = inhibition mostly from about 82% at the one dose, without a potency; inactive = the rest, 99 in 100 with inhibition below about 76%;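 note: plate controls were DMSO cells for no effect and high antibiotic wells for full effect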
PhoP GFP inhibition = PhoP regulon inhibitors, Salmonella typhi PhoP promoter GFP reporter, confirmatory (AID 1850); one-dose inhibition, % at 50 µM; IC50 in µM for titrated hits; actives 0.33% (n = 310,000); Salmonella Typhi PhoP-promoter GFP reporter, fluorescence, 4 h; higher % means a stronger effect; in the data active = a potency from the dose series; inconclusive = inhibition mostly from about 25% at the one dose, without a potency; inactive = the rest, 99 in 100 with inhibition below about 19%;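 note: 0% = induced wells with vehicle and 100% = uninduced wells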
inhibitors of VEEV 10K pilot screen = further read-out of inhibitors of VEEV, marked with its call; inhibition, %; measured here: 10K pilot screen inhibition
Numbers without * were called inactive; i = inactive; u = inconclusive; x = no result given. This is a random part of the collection; about 1.4% have a hit in one of these screens.

SMILES | influenza NS1A | inhibitors of VEEV | M. tuberculosis HTS | tuberculosis growth | PhoP GFP inhibition | others
COc1ccc2c(c1)C1NC(=S)NC(C)(O2)C1C(=O)Nc1ccc(Cl)cc1 (stereo not drawn) | 6.6% | 8.4% | -10.6% | 17.0% | -7.4%
O=C(Cc1ccc(Cl)cc1)NNc1c(F)c(F)cc(F)c1F | -0.4% | 7.2% | 7.1% | -9.2% | -13.1%
Oc1ccc2ccccc2c1CN1CCN(C/C=C/c2ccccc2)CC1 | 2.8% | 1.5% | 5.8% | 79.8% | -6.1%
COc1cc(CN(C)CC(=O)c2[nH]c(C)c(C(C)=O)c2C)ccc1OC(F)F | 1.7% | 2.9% | 3.3% | 6.4% | 3.0%
Cc1nc(SCc2cccc(F)c2)c2oc3ccccc3c2n1 | 9.7% | 3.8% | u | u | -6.8%
CC(C)(C)NC(=O)CC1C[C@H](C(=O)N2CCCCC2)[C@@]2(CCc3ccccc3)c3[nH]c4ccccc4c3CCN2C1=O (stereo partly drawn) | -15.1% | 1.5% | 2.2% | 44.3% | x
CC(=O)Nc1ccc(S(=O)(=O)NCCOc2ccc(Cl)cc2C)cc1 | x | 4.0% | 4.3% | -7.3% | 2.0%
Cn1cc(SCC(=O)NC2CCCCC2)c2ccccc21 | -1.3% | 0.3% | -6.4% | 1.8% | -6.6%
CN(c1ccccc1)S(=O)(=O)c1ccc(-c2ccccc2)cc1 | -2.7% | i | 5.3% | 29.2% | -7.5%
COc1cccc(CNC(=O)CSCc2cnn(-c3ccccc3)c2-n2cccc2)c1 | 4.0% | 1.6% | -15.2% | 9.8% | -3.1%
O=C(COc1ccc(Cl)cc1)N1CCN(C2CCCC2)CC1 | 2.6% | 2.7% | 5.2% | 2.7% | 28.0%
CCOc1ccc2[nH]c(=O)c(CN(CCO)Cc3nnnn3CCc3ccccc3)cc2c1 | -1.1% | 2.5% | -7.4% | -2.5% | -9.1%
CCOc1ccc(NC(=O)NCCCn2c(C)nc3cc(C)c(C)cc32)cc1 | -2.0% | 0.6% | -8.1% | 26.2% | -17.6%
O=C(NCCCn1ccnc1)NC(C(F)(F)F)C(F)(F)F | -29.0% | 3.3% | -2.1% | 5.4% | -9.3%
Cc1nn(C)cc1S(=O)(=O)NCc1ccccc1Cl | 0.3% | 1.6% | -20.8% | 6.1% | -6.1%
Cc1ccc(C)c(S(=O)(=O)N2CCN(C(=O)Cn3cnc4c3c(=O)n(C)c(=O)n4C)CC2)c1 | 10.3% | 0.4% | -25.9% | -13.6% | -10.3%
O=S(=O)(c1cnc(Cl)c(Br)c1)N1CCc2ccccc21 | -10.4% | i | 23.8% | 2.6% | 16.2%
COC(=O)COc1ccc(S(=O)(=O)Nc2ccc(C(N)=O)cc2)cc1C | -0.8% | 1.7% | 7.5% | 2.7% | 4.0%
COCCn1ccc2c(OCC(=O)Nc3cccc(NC(C)=O)c3)cccc2c1=O | -5.3% | 10.2% | 0.3% | -11.9% | 1.3%
CC(C)(C)c1ccc(S(=O)(=O)NCCc2ccncc2)cc1 | 0.9% | 1.0% | -9.3% | 33.6% | -6.3%
N#C/C(=C\c1ccc(-c2cccc([N+](=O)[O-])c2)o1)C(=O)NCCN1CCOCC1 | 1.8% | 1.0% | 13.4% | 10.2% | 2.2%
CN(C)N1C(N)=C(C#N)C(c2ccccc2)C2=C1CC(C)(C)CC2=O (stereo not drawn) | -5.8% | 0.8% | -2.5% | -10.1% | -1.6%
c1ccc(CN2CCC(=NNc3nc4ccccc4[nH]3)CC2)cc1 | 7.1% | 5.9% | -6.4% | -9.3% | 1.7%
CCOC(=O)c1c(C)[nH]c(C(=O)Cn2nnc(-c3ccc(Cl)cc3)n2)c1C | -3.4% | 0.7% | -15.6% | -7.9% | 7.4%
Fc1ccc(N2CCN(C(=S)NCc3ccco3)CC2)cc1 | 3.6% | 1.2% | 1.1% | 63.0% | -6.0%
The list goes on:
SMILES | influenza NS1A | inhibitors of VEEV | M. tuberculosis HTS | tuberculosis growth | PhoP GFP inhibition | others
Cc1ccccc1Cn1nc(C)c(NC(=O)c2cc(-c3ccco3)on2)c1C | -6.6% | i | 4.8% | -0.1% | 5.9%
CN(C)S(=O)(=O)N1CCc2ccc(NC(=O)C3CCCO3)cc2C1 (stereo not drawn) | -3.7% | 1.5% | x | x | x
CCc1nnc(N2C(=O)c3ccc(Oc4ccc([N+](=O)[O-])cc4)cc3C2=O)s1 | -7.5% | 1.7% | -8.9% | 65.7% | -15.6%
COC(=O)C1=C(c2cc3ccccc3o2)C[C@@H]2CC[C@H]1N2C(=O)NC(C)C | 2.5% | i | 2.9% | 0.6% | 0.3%
CCn1c(=S)sc2c(=O)n(-c3ccccc3)c(SC)nc21 | -3.0% | i | x | x | -0.2%
COc1ccc(C(=O)CSc2nnc(Cn3cnc4ccccc43)o2)cc1 | -6.3% | 7.1% | -8.8% | 76.1% | -8.1%
Cc1ccc(S(=O)(=O)N2CCC(C(=O)N3CCN(c4ccccn4)CC3)CC2)cc1 | -7.0% | 3.1% | 3.3% | 4.2% | -3.3%
O=C(NCCN1CCOCC1)C(=O)NCc1ccco1 | -2.6% | 0.4% | 4.5% | -0.1% | -5.9%
Clc1ccc(-n2ncc3c(N4CCCCCC4)ncnc32)cc1 | -6.2% | 7.5% | 4.1% | x | -10.5%
COc1cccc(C(=O)N2CCCC(c3nc(-c4cccs4)no3)C2)c1 (stereo not drawn) | -0.8% | 1.8% | -9.4% | -4.1% | 9.1% | inhibitors of VEEV 10K pilot screen=0.0
O=C(NCc1ccccc1C(F)(F)F)C12CN(Cc3ccccc3)CC1C(c1ccc([N+](=O)[O-])cc1)=NO2 (stereo not drawn) | -9.8% | 4.7% | -2.4% | 6.3% | 1.4%
O=C(Nc1ccc2c(c1)OCO2)C1CCN(S(=O)(=O)c2cccc3cccnc23)CC1 | 4.4% | 10.3% | -3.6% | 3.4% | 1.7%
Cc1c(NC(=O)COC(=O)C2(c3ccccc3F)CCCC2)c(=O)n(-c2ccccc2)n1C | 8.1% | 0.1% | -4.9% | -7.4% | -11.0%
S=c1[nH]c2ccc(Cl)cc2[nH]1 | 9.2% | 7.6% | -6.2% | 30.2% | -3.7%
CN(CC(=O)Nc1ccc(F)cc1)C(=O)CN1C(=O)NC2(CCCCC2)C1=O | -9.4% | i | -4.8% | -8.8% | x
O=C(C=Cc1ccccc1)CC(c1ccccc1)N1CCOCC1 (stereo not drawn) | 3.6% | u | x | x | x
CCSc1nc2c(c(=O)n1CC)SC(C)C2 (stereo not drawn) | 6.4% | i | -2.5% | 19.9% | -13.4%
CC(=O)Nc1cccc(/C(C)=N/NC(=O)c2ccc(NS(=O)(=O)c3cccs3)cc2)c1 | 13.5% | 0.6% | 0.5% | 2.3% | 6.0%
Cc1ccc(NC(=O)Nc2ccc3c(c2)CCC3)cc1C | 1.1% | i | -8.8% | -7.1% | -1.8%
CC1(C)OC2OC(COC(=O)c3ccccc3)C3OC(C)(C)OC3C2O1 (stereo not drawn) | -7.1% | 1.1% | -7.4% | -17.4% | -6.0% | inhibitors of VEEV 10K pilot screen=2.1
COc1ccccc1N1C(=O)C=C(Sc2nc(C)cc(C)n2)C1=O | x | 0.3% | 6.4% | 6.7% | -10.9%
O=C(NC(=S)Nc1nc(-c2ccc(Br)cc2)cs1)c1ccco1 | -4.6% | 0.9% | 2.9% | 2.0% | 1.3%
O=C(COC(=O)CCOc1ccccc1)NCc1ccco1 | 6.0% | i | -2.0% | -0.6% | 0.2%
Cn1ncc(Br)c1C(=O)O | 3.8% | 0.6% | 2.5% | -12.7% | -3.8% | inhibitors of VEEV 10K pilot screen=1.4
CCCCN1CC(O)=C(c2nc(-c3ccc(Br)cc3)cs2)C1=N | 7.4% | i | 1.7% | 6.0% | 1.0%
Next section
SMILES | influenza NS1A | inhibitors of VEEV | M. tuberculosis HTS | tuberculosis growth | PhoP GFP inhibition | others
COC(=O)N=Nc1c(O)n(Cc2ccccc2)c2ccccc12 | -7.1% | 0.5% | -1.1% | 1.7% | 4.4%
Cc1cccc(NC(=O)C2CCN(S(=O)(=O)c3ccc4c(c3)C(C)(C)C(=O)N4C)CC2)c1C | 5.4% | 0.9% | -0.8% | 7.9% | x
Cc1c(N=Cc2c(O)n(CCc3ccccc3)c(=O)[nH]c2=O)c(=O)n(-c2ccccc2)n1C | -6.7% | 1.1% | -1.5% | 14.5% | -20.4%
COc1ccc(NC(=O)Cn2nc(C)c3ccccc3c2=O)cc1 | -9.4% | 1.9% | 4.6% | 3.3% | -6.4%
CCCCC(=O)Nc1ccccc1Oc1ccccc1 | -3.2% | 0.1% | 2.2% | -6.2% | -1.2%
CCOc1ccc(NC(=O)NNC(=O)c2ccc(CC)s2)cc1 | 9.2% | 1.3% | -1.9% | 2.6% | -5.2%
O=C(Cc1ccc(NC2=NC3CS(=O)(=O)CC3S2)cc1)NCc1ccccc1 (stereo not drawn) | 3.5% | 1.7% | -0.8% | -10.2% | -7.3% | inhibitors of VEEV 10K pilot screen=0.1
CCOc1ccc(C(C)NC(=O)c2ccc3c(c2)NC(=O)C(C)S3)cc1OCC (stereo not drawn) | 12.4% | 1.9% | -1.7% | 24.1% | x
COC(=O)Nc1ccc2c(c1)OCO2 | 13.5% | 2.6% | -8.7% | -2.9% | -2.8%
CCOC(=O)c1[nH]cnc1C(=O)Nc1ccc(Cl)cc1 | 3.3% | 2.4% | 21.3% | 65.2% | 3.4%
CC(=O)Nc1ccc(S(=O)(=O)NCCCc2ccccc2)cc1 | -4.2% | 0.6% | 8.7% | 38.8% | -4.8%
Cc1ccc(F)c(CNC(=O)C2CCC(=O)N(CCCN3CCCC3=O)C2)c1F (stereo not drawn) | -17.9% | i | -3.5% | -6.2% | -1.5%
COc1cccc(-c2nc3cc(C)ccc3o2)c1 | -6.8% | 7.6% | -6.4% | 31.8% | -16.0%
O=C(O)c1cnn(-c2ccccc2)c1-c1ccccc1 | 1.1% | 0.2% | 3.2% | -0.5% | 4.1%
Cc1cc(C)nc(SCc2nnc(SCc3ccc([N+](=O)[O-])cc3)n2Cc2ccco2)n1 | -2.9% | 9.5% | -8.2% | 18.0% | 0.3%
c1ccc(Cn2nnc3c(Nc4ccc5c(c4)OCO5)nc(C4CC4)nc32)cc1 | 2.9% | 7.9% | -7.7% | -2.3% | -12.3%
Cc1ccccc1N1CCN(C(=O)CN2C(=O)c3ccccc3C2=O)CC1 | -9.0% | i | -1.6% | -10.9% | 4.2%

Compound activity (PubChem)
